MITF inh: blocks human microphthalmia-associated transcription factor; O75030; hit rate 0.91% among 650,000; inhibition, % at 2.6 µM; AID 1259374; AlphaScreen MITF homodimerization, bead proximity signal; in the data active = inhibition above about 50%;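 note: 0% = vehicle wells with protein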
TEAD-YAP block: TEAD-YAP interaction inhibition; HEK-TIYL cells, TEAD-Gal4/YAP UAS-luciferase luminescence; AID 1259422; hit rate 1.4% among 640,000; inhibition, % at 9.12 µM; in the data active = inhibition above about 32%;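 note: 0% = median of test compound wells and 100% = reference inhibitor wells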
FBW7 act: activators of human E3 ligase FBW7; hit rate 0.13% among 650,000; Q969H0; normalized activity (activation), % at 26.1 µM; AlphaScreen FBW7–phospho-cyclin E peptide binding, activator screen; AID 1259310; in the data active = normalized activity above about 1.9%;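 note: purified mutant Fbw7 with reduced substrate affinity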
Target sequence (Q969H0 whole entry, looked up): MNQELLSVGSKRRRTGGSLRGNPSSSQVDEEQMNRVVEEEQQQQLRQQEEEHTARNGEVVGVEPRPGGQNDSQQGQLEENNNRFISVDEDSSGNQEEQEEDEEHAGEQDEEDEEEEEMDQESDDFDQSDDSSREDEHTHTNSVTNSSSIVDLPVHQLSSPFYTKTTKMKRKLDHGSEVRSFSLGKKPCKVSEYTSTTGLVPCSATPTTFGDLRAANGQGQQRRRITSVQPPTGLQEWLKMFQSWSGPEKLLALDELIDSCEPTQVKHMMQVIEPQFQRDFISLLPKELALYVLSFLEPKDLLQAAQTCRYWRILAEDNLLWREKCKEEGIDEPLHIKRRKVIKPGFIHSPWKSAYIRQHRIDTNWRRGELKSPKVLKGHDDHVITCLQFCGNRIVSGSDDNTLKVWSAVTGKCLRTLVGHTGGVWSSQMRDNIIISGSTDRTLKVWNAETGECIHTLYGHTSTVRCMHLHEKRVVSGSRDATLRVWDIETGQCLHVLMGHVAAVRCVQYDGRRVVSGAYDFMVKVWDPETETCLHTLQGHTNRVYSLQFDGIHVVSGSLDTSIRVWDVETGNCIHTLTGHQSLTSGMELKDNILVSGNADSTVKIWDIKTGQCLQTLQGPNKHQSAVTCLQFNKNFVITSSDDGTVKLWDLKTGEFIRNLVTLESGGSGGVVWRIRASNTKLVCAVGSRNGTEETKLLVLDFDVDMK
GPR151 activ: human GPR151 activation | Q8TDV0 | PathHunter beta-arrestin GPR151 cells, luminescence | activation, % at 11.2 µM | hit rate 1% among 650,000; in the data active = activation above about 4.9%;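 note: 0% = median of compound wells and 100% = cells with positive control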
* = called active by the depositor.

Order of results – MITF inh	TEAD-YAP block	FBW7 act	GPR151 activ
(1) CN(C)C(CNC(=O)CCS(=O)(=O)c1ccccc1)c1ccccc1 (stereo not given)
    3	0	-0.1	-2.1
(2) C=CCNC(=O)c1ccccc1-c1ccccc1
    11	-3	0.2	-0.9
(3) CCc1nnc(NC(=O)CSc2nnnn2-c2ccc(C(C)=O)cc2)s1
    9	-7	0.1	1.3
(4) O=C(CSc1nc2c(c(=O)n1Cc1ccccc1)SCC2)Nc1cccc(Cl)c1
    -9	-5	0.1	0.4
(5) O=C(O)CC(NC(=O)OCc1ccccc1)c1ccccc1 (stereo not given)
    11	6	0.2	0.5
(6) CCOc1ccc(-c2nc3s/c(=C\c4ccccc4F)c(=O)n3n2)cc1
    0	-5	0.1	11*
(7) NCCCC[C@@H]1NC(=O)[C@H]2CN(Cc3nc(-c4ccc(F)cc4)cs3)CCN2C1=O
    25	-2	0.6	-2.1
(8) CCN(CC)c1cc(C)c2cc([N+](=O)[O-])ccc2n1
    -57	-1	-0.1	-0.2
(9) O=C(Cc1ccccc1)N(c1ccc(F)cc1)C1C=CS(=O)(=O)C1 (stereo not given)
    1	-3	-0.1	-0.2
(10) O=CN1CCN(C(=S)Nc2ccc(F)c(Cl)c2)CC1
    8	1	0.1	2.0

Sorted by molecular weight (high to low): 3 of the compounds above.
Order of results – MITF inh	TEAD-YAP block	FBW7 act	GPR151 activ
(4) O=C(CSc1nc2c(c(=O)n1Cc1ccccc1)SCC2)Nc1cccc(Cl)c1
    -9	-5	0.1	0.4
(10) O=CN1CCN(C(=S)Nc2ccc(F)c(Cl)c2)CC1
    8	1	0.1	2.0
(2) C=CCNC(=O)c1ccccc1-c1ccccc1
    11	-3	0.2	-0.9

Later entries.
Order of results – MITF inh	TEAD-YAP block	FBW7 act	GPR151 activ
(11) COc1ccc(-c2nc3cnccn3c2NCC2CCCO2)c(OC)c1 (stereo not given)
    -5	-8	-0.1	1.0
(12) COc1cc(CO)cc(Cl)c1OCc1ccccc1
    -5	-15	-0.1	0.1
(13) NC(=O)/C(=C\c1cccc([N+](=O)[O-])c1)NC(=O)c1ccco1
    0	-1	0.0	1.6
(14) Cn1c(=O)n(C)c2cc(C(=O)N3CCCC3c3nc4ccccc4[nH]3)ccc21 (stereo not given)
    -12	-4	0.0	0.1
(15) Cc1cc2nc(-c3ccc(NC(=O)c4cc5ccccc5o4)cc3)oc2cc1C
    -6	-24	0.0	-0.4
(16) CC(=O)c1ccc(NC(=O)CSc2nnc(-c3cccnc3)s2)cc1
    14	14	0.1	1.8
(17) CC(C)(C)CN1CCNC(=O)C1CC(=O)N1CCOc2ccccc2C1 (stereo not given)
    8	7	0.1	0.3
(18) Cc1sc2nc3c4ccccc4c4nncn4n3c(=O)c2c1C
    -10	4	0.1	0.2
(19) CN(C)CCCNC(=O)c1ccc2c(c1)N(Cc1ccccc1)C(=O)CS2
    0	4	0.0	-0.6
(20) O=C(NCCc1ccccc1)c1sc2cc(Cl)ccc2c1Cl
    -5	-8	0.6	-1.5

Look-ups from above.
entry 11 in TEAD-YAP block = -8
entry 17 in TEAD-YAP block = 7
entry 13 in TEAD-YAP block = -1

(more compounds)
Order of results – MITF inh	TEAD-YAP block	FBW7 act	GPR151 activ
(21) COc1ccccc1C(=O)Oc1cccc2cccnc12
    -7	15	-0.1	-0.9
(22) COc1ccc(C2=N/C(=C\c3ccc(Cl)cc3)C(=O)O2)cc1[N+](=O)[O-]
    -11	0	0.0	-0.4
(23) COc1cc2c(C(=O)N3CCC4(CC3)OCCO4)cn(C)c(=O)c2cc1OC
    -2	0	0.0	0.7
(24) Fc1ccc2nc(Nc3nc(-c4ccncc4)cs3)sc2c1
    -1	-8	-0.2	-0.2
(25) Cc1csc(Sc2ccc(C(=O)OCc3c(C)noc3C)cc2[N+](=O)[O-])n1
    -4	10	-0.2	1.6
(26) CCn1c2c(n[n+]1[O-])C(=O)c1ccccc1C2=O
    0	101*	-0.3	-5.3
(27) O=[N+]([O-])c1ccc([N+](=O)[O-])c(Nc2ccc(N3CCOCC3)cc2)c1
    8	8	-0.1	1.0
(28) Oc1cccc(Oc2cccc(Oc3ccccc3)c2)c1
    2	-7	0.1	1.0
(29) O=C(NCCC1CCCCN1S(=O)(=O)c1cccs1)Nc1ccc(Cl)cc1 (stereo not given)
    9	-22	-0.6	1.3
(30) CCOC(=O)C1=C(C)N=c2s/c(=C\c3ccc(OCc4ccc([N+](=O)[O-])cc4)c(OC)c3)c(=O)n2C1c1ccc(N(C)C)cc1 (stereo not given)
    -2	3	0.1	0.2

The results go on.
Order of results – MITF inh	TEAD-YAP block	FBW7 act	GPR151 activ
(31) c1ccc(Cn2nnnc2C(c2ccncc2)N2CCOCC2)cc1 (stereo not given)
    4	4	0.0	-0.1
(32) Cc1ccc(C)c(NC(=O)Cn2c3ccccc3c(=O)c3ccccc32)c1
    -1	8	0.1	-1.2
(33) CCCC(c1nnnn1CC1CCCO1)N1CCN(c2ccc(OC)cc2)CC1 (stereo not given)
    7	-9	0.1	-1.1
(34) Cc1ccc(-c2csc(N)n2)c2ccccc12
    4	-17	0.1	-0.5
(35) O=C(Nc1nncs1)c1ccccc1F
    5	-10	0.0	0.4
(36) CCOc1ccc2nnc(/C=C/c3ccc([N+](=O)[O-])o3)n2n1
    -1	-3	-0.1	0.1
(37) Cc1nc(C)n(-c2ccc(Nc3cc(-c4nn(Cc5ccccc5)cc4-c4ccccc4)ccn3)cc2)n1
    14	-9	0.3	0.1
(38) CC1(Cc2ccccc2)C(=O)Nc2ccccc21 (stereo not given)
    -15	0	-0.2	1.7
(39) O=C(Nc1cccc(F)c1)NC1CC2CCC(C1)N2Cc1ccccc1 (stereo not given)
    -9	-12	0.0	0.6
(40) O=C(/C=C/c1ccco1)Nc1nccs1
    0	-34	-0.1	-4.9

Whole records as entered above:
Cc1ccc(C)c(NC(=O)Cn2c3ccccc3c(=O)c3ccccc32)c1 as listed: MITF inh: -1; TEAD-YAP block: 8; FBW7 act: 0.1; GPR151 activ: -1.2
Cc1ccc(-c2csc(N)n2)c2ccccc12 as listed: MITF inh: 4; TEAD-YAP block: -17; FBW7 act: 0.1; GPR151 activ: -0.5
CCOc1ccc2nnc(/C=C/c3ccc([N+](=O)[O-])o3)n2n1 as listed: MITF inh: -1; TEAD-YAP block: -3; FBW7 act: -0.1; GPR151 activ: 0.1

Next part
Order of results – MITF inh	TEAD-YAP block	FBW7 act	GPR151 activ
(41) O=C(CN1CCN(C/C=C/c2ccccc2)CC1)NCc1ccccc1
    73*	10	-0.2	0.0
(42) CCOc1ccc(CCNC(=O)Cn2nnc(-c3ccccc3F)n2)cc1OCC
    -8	-2	0.0	-1.1
(43) CC1Oc2ccc([N+](=O)[O-])cc2N(Cc2cccc(F)c2)C1=O (stereo not given)
    -6	-21	0.1	-0.9
(44) Cc1cc(NC(=O)c2ccc(-c3ccccc3)cc2)no1
    1	-58	-0.1	-0.9
(45) CC1Cc2ccccc2N1C(=O)Nc1cccc(Cl)c1 (stereo not given)
    12	-7	1.0	-1.3
(46) CCOc1ccc(NC(=S)NC(=O)c2cccnc2)c([N+](=O)[O-])c1
    12	5	0.8	-0.1
(47) COCCCNc1c2c(nc3ncnn13)CCCC2
    3	4	0.2	-0.4
(48) COc1ccccc1Nc1ncnc2c1c(-c1ccccc1)cn2-c1ccccc1
    6	8	-0.1	6.8*
(49) O=C(CCc1ccccc1)N1CCC(n2nc(C3CC3)ccc2=O)CC1
    -1	4	0.6	0.1
(50) O=C(NCC1CCCO1)C1CCN(S(=O)(=O)c2ccc(Br)cc2)CC1 (stereo not given)
    -4	0	-0.1	2.6

(listing goes on)
Order of results – MITF inh	TEAD-YAP block	FBW7 act	GPR151 activ
(51) CC(C)c1ccc(OCC(=O)Nc2ccccc2Cl)cc1
    -12	-28	-0.2	-0.2
(52) CCOC(=O)c1c(NC(=O)CSc2nnc(CNC(=O)c3cccc(OC)c3)n2-c2cccc(C(F)(F)F)c2)sc2c1CCC2
    10	-5	0.5	-0.7
(53) CCn1c2ccccc2c2cc(NC(=O)C(C)C)ccc21
    -10	-16	-0.2	1.4
(54) CCc1ccc(C(=O)N2CCN3C(=O)[C@H](Cc4ccc(Cl)cc4)NC(=O)[C@H]3C2)cc1
    -18	2	-0.1	2.2
(55) COc1ccc(C2CC3(O)CC(C#N)(C(=O)N3)C2(C#N)C#N)cc1 (stereo not given)
    -8	-9	0.0	1.7
(56) O=C(NCCCN1CCOCC1)c1ccc2c(c1)NC(=O)C(CSCc1cccc(F)c1)N2 (stereo not given)
    -2	-14	0.0	2.5
(57) CCNC(=O)CC1C(=O)N(CC)C(=S)N1NC(=O)c1ccc(Cl)cc1 (stereo not given)
    4	6	0.0	0.4
(58) COc1ccc(CN2CCOCC2)c2ccccc12
    16	8	0.1	-0.4
(59) CC1CCCCN1C(=O)c1cn(-c2ccc(F)cc2F)c(=O)c2ccccc12 (stereo not given)
    12	-3	0.4	3.0
(60) CCN(CCCNC(=O)CCCCn1c(=O)[nH]c2ccccc2c1=O)c1ccccc1
    -12	1	-0.1	0.7

Continuation:
Order of results – MITF inh	TEAD-YAP block	FBW7 act	GPR151 activ
(61) COc1ccccc1OCCOc1ccccc1/C=N/n1cnnc1
    3	-12	0.0	0.6
(62) NNC(=O)COc1cc(Cl)ccc1Cl
    -26	1	-0.1	-0.4
(63) CN(Cc1ccccc1C(F)(F)F)C(=O)CC1(c2ccccc2F)CC(=O)N(C)C1=O (stereo not given)
    -2	9	0.0	-0.6
(64) COc1ccccc1-n1c(CNC(=O)c2ccco2)nnc1SCC(=O)Nc1ccc(F)cc1
    -8	-4	-0.1	-1.0
(65) Nc1ncc(N=Nc2ccc(SC(F)F)cc2)s1
    7	-22	0.1	-0.4
(66) CC1(C)C2CCC1(C)C(OC(=O)CSc1nc3ccccc3s1)C2 (stereo not given)
    -21	-5	0.2	-1.3
(67) CC(=O)c1ccc(N=Cc2cccc(O)c2O)cc1
    2	-8	-0.1	-0.4
(68) Clc1ccccc1-c1nc(-c2ccccc2)n[nH]1
    -1	-48	0.5	-3.3
(69) CCOc1ccc(NC(=O)c2cc(SC)ccc2Cl)cc1
    -4	-15	0.1	-0.9
(70) COC(=O)C1=C(C)NC2=C(C(=O)CC(c3ccc(OC)c(OC)c3)C2)C1c1ccc([N+](=O)[O-])cc1 (stereo not given)
    10	6	0.1	-1.2

Additional compounds.
Order of results – MITF inh	TEAD-YAP block	FBW7 act	GPR151 activ
(71) Cc1noc(C)c1C(=O)OC(C)C(=O)Nc1ccc([N+](=O)[O-])cc1C(F)(F)F (stereo not given)
    6	-9	-0.1	2.0
(72) CCOC(=O)C1CCN(c2ccc(C=C(C#N)C#N)cn2)CC1
    -3	-17	0.3	0.2
(73) NS(=O)(=O)c1ccc(CCNC(=O)c2ccc3c(=O)n(Cc4ccc5c(c4)OCO5)c(=S)[nH]c3c2)cc1
    -11	2	-0.1	-1.2
(74) CN1CCN(c2ccc(-c3nc4ccc(C(=O)NCCN5CCOCC5)cc4s3)cc2)CC1
    2	-3	-0.1	-3.9
(75) CCOC(=O)C1(Cc2ccccc2C)CCCN(Cc2cnc(C)s2)C1 (stereo not given)
    12	15	0.0	0.9
(76) CCC(C(=O)Nc1sc2c(c1C#N)CCCCC2)N1C(=O)c2ccccc2C1=O (stereo not given)
    0	5	0.1	1.1
(77) CC1CCCC(NC(=O)c2c[nH]c3ccc(S(=O)(=O)N4CCOCC4)cc3c2=O)C1C (stereo not given)
    10	0	0.7	0.2
(78) Clc1ccccc1-c1nnc2sc(COc3ccccc3)nn12
    -4	-4	0.0	0.2
(79) COCCN(C(=O)Nc1cccc(F)c1)C1CCN(CCCc2ccccc2)CC1
    13	-4	0.7	0.8
(80) O=C(c1ccc(Br)cc1)N(Cc1ccccc1)c1cccc([N+](=O)[O-])c1
    19	-6	0.2	-0.7

(listing goes on)
Order of results – MITF inh	TEAD-YAP block	FBW7 act	GPR151 activ
(81) CCN(CC)C(=O)C1CCCN(c2nc(NCc3nc4ccccc4[nH]3)c3ncn(-c4ccsc4)c3n2)C1 (stereo not given)
    3	85*	0.1	0.7
(82) CC1=C(C#N)C(C(F)(F)F)(C(F)(F)F)N=C(c2ccco2)N1
    4	7	0.2	0.3
(83) CCCCC(SCC(=O)Nc1ccccc1)C(=O)O (stereo not given)
    17	-8	0.0	0.6
(84) NC1=NC(=O)/C(=C\c2ccc(O)c([N+](=O)[O-])c2)S1
    13	-10	0.3	-1.1
(85) O=C1CCC(=O)N1NC(=O)C12CC3CC(CC(C3)C1)C2
    -14	4	-0.1	0.7
(86) Cn1c(=O)c2c(nc(NCCO)n2CCCc2ccccc2)n(C)c1=O
    -3	9	0.3	-0.1
(87) CCCCN(C)CCNC(=O)c1cn(C)c(=O)c2c1c1ccccc1n2C
    -3	-3	0.1	0.6
(88) O=C(Nc1ccccc1C(=O)O)c1ccc2ccccc2n1
    -14	-46	0.4	-4.5
(89) Brc1cnc(N2CCOCC2)nc1
    9	4	0.7	0.8
(90) O=C1C2C=NNC2C(=O)N1c1ccc([N+](=O)[O-])cc1 (stereo not given)
    -4	-6	-0.2	-1.0
(91) O=C1CC(c2ccc(Cl)cc2)CC2=C1C(c1ccsc1)Nc1ccccc1N2 (stereo not given)
    -10	5	0.1	-1.2

Screening results as filed in PubChem.
